# KAT2A inh: blocks human GCN5L2 histone acetyltransferase; hit rate 0.21% among 390,000; Potency, µM (doses to about 58.9 µM), for inactives: top-dose activity change, negative = inhibition, hits mostly inhibitors; Q92830; GCN5L2 HAT assay, ThioGlo1 CoA-SH fluorescence; AID 504327
# Target sequence (Q92830 whole entry, looked up): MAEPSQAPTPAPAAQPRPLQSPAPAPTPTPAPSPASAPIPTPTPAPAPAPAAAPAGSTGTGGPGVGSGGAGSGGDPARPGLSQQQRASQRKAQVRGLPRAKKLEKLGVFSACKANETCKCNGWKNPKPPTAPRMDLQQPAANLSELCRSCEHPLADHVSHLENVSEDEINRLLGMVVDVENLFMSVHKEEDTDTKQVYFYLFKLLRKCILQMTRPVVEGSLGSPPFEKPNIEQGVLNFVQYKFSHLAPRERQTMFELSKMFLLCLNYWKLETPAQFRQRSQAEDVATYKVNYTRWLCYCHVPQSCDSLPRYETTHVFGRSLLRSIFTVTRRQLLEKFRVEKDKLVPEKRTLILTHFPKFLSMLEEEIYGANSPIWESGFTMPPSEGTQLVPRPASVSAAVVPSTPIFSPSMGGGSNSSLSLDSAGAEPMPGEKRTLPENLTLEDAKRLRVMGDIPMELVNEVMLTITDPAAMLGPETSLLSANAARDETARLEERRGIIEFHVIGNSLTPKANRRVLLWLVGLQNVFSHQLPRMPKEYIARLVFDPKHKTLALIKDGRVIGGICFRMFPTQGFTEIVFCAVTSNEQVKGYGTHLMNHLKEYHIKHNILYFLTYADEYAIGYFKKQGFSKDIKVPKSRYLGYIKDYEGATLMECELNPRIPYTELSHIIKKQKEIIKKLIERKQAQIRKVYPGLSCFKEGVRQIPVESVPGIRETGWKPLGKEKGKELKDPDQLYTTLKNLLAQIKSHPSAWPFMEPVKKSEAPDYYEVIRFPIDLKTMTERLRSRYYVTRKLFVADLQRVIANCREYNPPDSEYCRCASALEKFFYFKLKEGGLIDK
#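 Free CoA generated was detected with ThioGlo1 (50uM) fluorescence at Ex340nm/Em540nm, read immediately and after 20 min at room temperature. Enzyme, 20 nM in HEPES pH 7.5 buffer, saw compounds 15 min before adding 75uM H3(1-25) peptide and 70uM acetyl-CoA.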
# TDP1 cell noCPT: qHTS for Inhibitors of human tyrosyl-DNA phosphodiesterase 1 (TDP1): qHTS in cells in absence of CPT; DT40 Tdp1-/- hTDP1 cells, no CPT, ATP luminescence, 48 h; hit rate 15% among 420,000; Potency, µM (doses to about 46.2 µM), inactives show at the highest dose activity change, negative = growth inhibition, usual class: inhibitors; further: nearly all actives have a fitted effect of over 55% in size
#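 DT40 Tdp1-/-;hTDP1 cells, no CPT (DMSO vehicle only), 400 cells/well; compounds pin-transferred; ≥48 hr, 37 °C; CellTiter-Glo 30 min RT dark, luminescence read.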
# DT40 TDP1 CPT: growth inhibition of DT40 Tdp1-/-;hTDP1 cells with camptothecin (screen for TDP1 inhibitors); chicken DT40 Tdp1-/-;hTDP1 cells + 20 nM CPT, ATP luminescence, 48 h; Potency, µM (doses to about 46.2 µM), inactives show at the highest dose activity change, negative = growth inhibition, usual class: inhibitors; hit rate 12% among 420,000; AID 686979; further: nearly all actives have a fitted effect of over 55% in size
#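 Chicken DT40 Tdp1-/- cells complemented with human TDP1, 400 cells/well, exposed to compounds plus 20 nM camptothecin for at least 48 h at 37 C; viability read as ATP content by CellTiter-Glo luminescence.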
# Starred values were filed as active, the others as inactive; u = inconclusive; x = no result given; & = joins results of further samples. The call rests on the fitted dose curve; in most records, active means well fitted curve in the direction sought with a large enough effect; inconclusive means small, poorly fitted or top-dose-only effect, or another doubt; inactive means no such curve, though single readings can be large; an effect the other way counts as inactive or inconclusive. On the % scale 0 is the no-effect control and ±100 the full control effect; potency means the concentration at half of the fitted maximal effect. Only part of the results is shown; rates above refer to the full screens.
SMILES,KAT2A inh,TDP1 cell noCPT,DT40 TDP1 CPT
COC(=O)C1=C(c2ccc(OCc3ccccc3)cc2)C[C@@H]2CC[C@H]1N2C(=O)NCc1ccc(OC)c(OC)c1,-5%,23µM*,18µM*
Cc1sc2ncnc(N3CCN(S(=O)(=O)c4ccc(Br)cc4)CC3)c2c1C,x,12µM*,13µM*
CCn1c(CN2CCN(C)CC2)nc2ccccc21,-4%,-2%,-2%
Cc1cccc(-n2c(=O)c3c(c4cc(C)ccc4n3C)n(CC(=O)Nc3ccc(C)c(C)c3)c2=O)c1,1%,u,-20%
CCCCOP(=O)(OCCCC)C(Nc1ccc(C(=O)OCC)cc1)c1ccncc1 (stereo not given),-1%,12µM*,u
CCCCN1CC(=O)N2[C@H]3c4cc(C)ccc4OC[C@@H]3[C@H](c3ccccc3)[C@]2(C)C1=O,-4%,u,u
Nc1ccccc1-[n+]1c(-c2ccccc2)cc(-c2ccccc2)cc1-c1ccccc1,-9%,5.8µM*,6.5µM*
CC12CCC(=O)C=C1CCC1C2CCC2(C)C1CCC2(O)CC#N (stereo not given),x,u,-18%
C[C@@H](CO)NC(=O)[C@@H]1C=C2c3cccc4[nH]cc(c34)C[C@H]2N(C)C1,x,u,u
C=C(C)CSc1nnc([C@@H](N)Cc2c[nH]c3ccccc23)o1,-1%,-22%,-11%
Cc1cccc(OP(=O)(Nc2ccc(F)cc2)Oc2cccc(C)c2)c1,-8%,u,-28%
Cc1ccc(-n2c(/C=C/c3cc(Br)cs3)nc3ccccc3c2=O)cc1C,-24%,u,u
C[C@]12CCC(=O)C=C1CC[C@@H]1C2[C@H](O)C[C@]2(C)C(=O)CCC12 (stereo not given in full),-13%,-10%,1%
O=C(C(=O)N1CCC2(CC1)OCCO2)c1c[nH]c2ccccc12,-2%,0%,u
COc1ccccc1OC(C)C(=O)N1CCC(Cc2ccccc2)CC1 (stereo not given),-8%,u,16µM*
O=C(N/N=C/c1c(O)n(C2CC2)c(=S)[nH]c1=O)c1ccccc1O,1%,1%,11%
Cc1cc(/C=C2/C(=O)NC(=O)N(C)C2=O)c(C)n1-c1ccccc1,-3%,-9%,-8%
Cn1c(=O)oc2cc(S(=O)(=O)N3CCCC(C(=O)N4CCN(c5cccc(Cl)c5)CC4)C3)ccc21 (stereo not given),-7%,8.2µM*,9.2µM*
CCOC(=O)C(C)Oc1cc(C)cc2oc(=O)c3c(c12)CCCC3 (stereo not given),-4%,-21%,-27%
COc1ccc(OC(=O)N(C)C[C@@H]2OCc3cnnn3CCCC(=O)N([C@H](C)CO)C[C@@H]2C)cc1,x,-27%,-4%
Cc1ccccc1-n1c(/C=C/c2ccc(N(C)C)cc2)nc2ccccc2c1=O,-6%,13µM*,16µM*
FC(F)(F)c1cccc(N2CCNCC2)c1,u,u,u
COc1cc2c3c(c1OC)Oc1ccc(cc1)C[C@H]1c4c(cc(OC)c(OC)c4Oc4ccc(cc4)C[C@@H]3N(C)CC2)CCN1C,-2%,18µM*,16µM*
CN1C(=O)C(=Cc2ccccc2OS(=O)(=O)c2ccccc2)C(=O)N(C)C1=O,-3%,u,u
C=CCNC(=S)N1Cc2cc(Br)ccc2-n2nncc2C1,x,-21%,-20%
SMILES,KAT2A inh,TDP1 cell noCPT,DT40 TDP1 CPT
CCCCCC1(C(C)C)C(=O)NC(=S)NC1=O,x,-1%,-3%
Cc1ccc(NC2=NCCCS2)c(C)c1C,2%,u,-9%
O=C1c2ccccc2-n2nnnc2C2c3ccccc3-n3nncc3CN12 (stereo not given),x,-1%,-12%
c1ccc2oc(-c3ccc4c(c3)CNCc3cnnn3-4)cc2c1,x,u,u
O=C(Cc1ccccc1)N1CCN(CC2CC3C=CC2C3)CC1 (stereo not given),2%,-12%,-11%
Clc1ccccc1C1NCc2ccccc2-n2cccc21 (stereo not given),-6%,u,u
C/C=C(\C)C(=O)N[C@@H](c1ccccc1)[C@@H](O)C(=O)O[C@H]1C[C@@]2(O)[C@@H](OC(=O)c3ccccc3)C3[C@](C)(C(=O)[C@H](O)C(=C1C)C2(C)C)[C@@H](O)C[C@H]1OC[C@@]31OC(C)=O (stereo not given in full),3%,0.16µM*,0.046µM*
Cc1c(C)c2ccc(OCC(=O)N3C[C@H]4C[C@@H](C3)c3cccc(=O)n3C4)cc2oc1=O,-4%,6%,0%
CC1O[C@@H](OC2CC[C@@]3(C=O)C4CC[C@]5(C)C(C6=CC(=O)OC6)CC[C@@]5(O)C4CC[C@]3(O)C2)C(O)C(O)C1O (stereo not given in full),4%,0.58µM*,0.46µM*
Cc1ccc(C2=NCC(=O)N(CC(=O)N3CCCCC3)c3sc(C)c(C)c32)cc1,-6%,u,u
CCOC(=O)[C@]12Cc3c(cc(OC)c(OC)c3OC)[C@H]1N(CCC(=O)OC)C(=O)c1ccccc12,x,16µM*,18µM*
Cc1c(OC(=O)N(C)C)ccc2c1O/C(=C\c1ccco1)C2=O,-19%,u,u
Cc1ccc(C2=CCNCC2)cc1,0%,-16%,-2%
C[C@]12CCC3C(CC[C@H]4C[C@H](O)CC[C@]34C)C1C[C@@H](O)[C@@H]2O (stereo not given in full),0%,-22%,u
CCCCn1nnnc1C(CCc1ccccc1)N1CCC(n2c(=O)[nH]c3ccccc32)CC1 (stereo not given),x,12µM*,12µM*
COc1cc(C2(C#N)CCN(C)CC2)cc(OC)c1OC,x,6%,-12%
O=C1CN=C(c2cc([N+](=O)[O-])ccc2Cl)c2cc([N+](=O)[O-])ccc2N1,x,-19%,0%
CNC(=O)Oc1ccc(-c2cn3cc(Cl)ccc3n2)cc1,-4%,u,21µM*
CSc1ccc(C(=O)C2CCCN(C)C2)cc1 (stereo not given),0%,-25%,-21%
Cc1nn(Cc2ccccc2)c(C)c1C=C1C(=O)NC(=O)NC1=O,-6%,-2%,7%
Cc1cccc(N=C2c3cc([N+](=O)[O-])ccc3-c3c2cc([N+](=O)[O-])cc3[N+](=O)[O-])c1,x,18µM*,8.2µM*
c1ccc(C(O[C@H]2CCCN(CCc3ccc4c(c3)OCO4)C2)c2ccccc2)cc1,x,24µM*,u
c1ccc(C2OCCN3CCCCC23)cc1 (stereo not given),-9%,-26%,1%
Nc1ccc(S(=O)(=O)N2CC3CC(C2)c2cccc(=O)n2C3)cc1 (stereo not given),-5%,-11%,-6%
O=C1CCCN1CC#CCN1CCCC1,-9%&5%&-3%,0%&0%&-25%&-6%,-9%&-23%&0%&5%
SMILES,KAT2A inh,TDP1 cell noCPT,DT40 TDP1 CPT
Cc1ccc(Cl)cc1-n1c(O)c(C=NCCCN2CCOCC2)c(=O)[nH]c1=O,-2%,-8%,-7%
O=C(CCNC(=O)N1C[C@H]2C[C@@H](C1)c1cccc(=O)n1C2)Nc1ccc(F)cc1,16%,3%,-15%
COc1cc(/C=N/n2cnnc2)ccc1OC(=O)N(C)C,-14%,-9%,-21%
O=C(CCN1CCOCC1)NCC(=O)Nc1ccc(Br)cc1C(=O)c1ccccc1,0%,-27%,-6%
C=CCN=C(SCC(=O)c1ccc(Cl)cc1)c1c(O)n(C)c(=O)n(C)c1=O,-1%,u,u
COC(=O)C1=C(c2ccc(-c3ccccc3)c(F)c2)C[C@@H]2CC[C@H]1N2C(=O)NCCOc1ccc(OC)cc1,-11%,15µM*,15µM*
Cc1cc(C)cc(C(=O)OC2C[C@H]3CC[C@@H](C2)N3C)c1 (stereo not given in full),-2%,19µM*,24µM*
C=CCOC(=O)C1C(C(=O)O)C2(Cl)C(Cl)=C(Cl)C1(Cl)C2(Cl)Cl (stereo not given),x,-11%,u
CCOc1ccc(N=Cc2c(O)n(-c3ccc(C)c(C)c3)c(=O)[nH]c2=O)cc1,-1%,-35%,-8%
COC(=O)C1(F)C(=O)NC(=O)NC1O (stereo not given),x,-20%,14%
CC(=O)OC1C(O)C(C)OC(OC2C(OC(=O)C3CCC4C(C3)OC3(CC(OC(=O)/C=C/c5ccccc5)C(C)CO3)C43CO3)OC(C)C(O)C2OC(C)=O)C1O (stereo not given),x,0.073µM*,0.15µM*
C=C[C@H](Cc1ccccc1)N(Cc1ccccc1)S(=O)(=O)N(Cc1ccccc1)[C@H](C=C)Cc1ccccc1,0%,13µM*,u
CCCCCn1c(=O)c(C(=O)NCc2ccccn2)c(O)c2ccccc21,-1%,21µM*,21µM*
C[C@]12N[C@H](Cc3ccccc31)c1ccccc12,0%,u,u
Nc1ccc2c(c1)Cc1ccccc1-2,2%,2%,-11%
COCCOc1ccc(C(F)(F)F)cc1NC(=O)CN1C(=O)NC2(CCCc3ccccc32)C1=O (stereo not given),-12%,26µM*,u
O=c1[nH]c2ccccc2c(=O)n1-c1cccc(Cl)c1,0%,-3%,-24%
Cc1c(CCN)ccc2c1[nH]c1ccccc12,3%,29µM*,u
NC(CCc1ccccc1)c1csc(NC(=O)Nc2ccccc2Oc2ccccc2)n1 (stereo not given),x,6.5µM*,6.5µM*
Cc1ccccc1-n1c(O)c(/C=N/N2CCOCC2)c(=O)[nH]c1=S,-6%,3%,0%
O=c1[nH]c(=O)n(Cc2ccc(F)cc2)c(O)c1C=NCC1CCCO1 (stereo not given),-15%,-21%,-2%
COC(=O)C1=C(c2ccc(F)cc2OCc2ccccc2)C[C@@H]2CC[C@H]1N2C(=O)NCc1ccccc1OC,-6%,u,26µM*
O=C(Oc1ccnc2cc(Cl)ccc12)N1CCOCC1,0%,u,-22%
CCOC(=O)c1ccc(N2C(=O)CC(N3CCC(C#N)(c4ccccc4)CC3)C2=O)cc1 (stereo not given),-4%,-4%,3%
C#CCN1CCN(c2ccc(F)cc2)CC1,-8%,4%,-8%
SMILES,KAT2A inh,TDP1 cell noCPT,DT40 TDP1 CPT
CC(=O)OC1CC(OC2C(O)CC(OC3C(O)CC(OC4CCC5(C)C(CCC6C5CC(O)C5(C)C(C7=CC(=O)OC7)CCC65O)C4)OC3C)OC2C)OC(C)C1OC1OC(CO)C(O)C(O)C1O (stereo not given),30%,0.65µM*,1.3µM*
CCCCCCCCCC[Si](C)(C)CCC(=O)N[C@@H](Cc1ccc(C)cc1)c1ccccc1,x,u,u
COc1cccc(CC(=O)N(C)C2CCCN(Cc3ccccc3F)C2)c1 (stereo not given),-2%,u,-22%
COc1cccc(C(=O)c2c(N)c(-c3nc(-c4ccccc4)cs3)c3ccccn23)c1,-7%,21µM*,u
COc1ccc(NC(=O)N2CCC3(CC2)OCCO3)c(OC)c1,0%,8%,6%
CCCCNC(=O)c1c(N)n(CCCOC)c2nc3ccccc3nc12,0%,u,u

# An excerpt taken from the entries so far, for reference:
SMILES,KAT2A inh,TDP1 cell noCPT,DT40 TDP1 CPT
O=C(Oc1ccnc2cc(Cl)ccc12)N1CCOCC1,0%,u,-22%
CCOC(=O)c1ccc(N2C(=O)CC(N3CCC(C#N)(c4ccccc4)CC3)C2=O)cc1 (stereo not given),-4%,-4%,3%
C#CCN1CCN(c2ccc(F)cc2)CC1,-8%,4%,-8%
CC(=O)OC1CC(OC2C(O)CC(OC3C(O)CC(OC4CCC5(C)C(CCC6C5CC(O)C5(C)C(C7=CC(=O)OC7)CCC65O)C4)OC3C)OC2C)OC(C)C1OC1OC(CO)C(O)C(O)C1O (stereo not given),30%,0.65µM*,1.3µM*
CCCCCCCCCC[Si](C)(C)CCC(=O)N[C@@H](Cc1ccc(C)cc1)c1ccccc1,x,u,u
COc1cccc(CC(=O)N(C)C2CCCN(Cc3ccccc3F)C2)c1 (stereo not given),-2%,u,-22%
COc1cccc(C(=O)c2c(N)c(-c3nc(-c4ccccc4)cs3)c3ccccn23)c1,-7%,21µM*,u

# An excerpt of these results, tab-delimited.
compound	KAT2A inh	TDP1 cell noCPT	DT40 TDP1 CPT
COc1cccc(C(=O)c2c(N)c(-c3nc(-c4ccccc4)cs3)c3ccccn23)c1	-7%	21µM*	u
O=C(CCN1CCOCC1)NCC(=O)Nc1ccc(Br)cc1C(=O)c1ccccc1	0%	-27%	-6%
Cc1c(C)c2ccc(OCC(=O)N3C[C@H]4C[C@@H](C3)c3cccc(=O)n3C4)cc2oc1=O	-4%	6%	0%
O=C(CCNC(=O)N1C[C@H]2C[C@@H](C1)c1cccc(=O)n1C2)Nc1ccc(F)cc1	16%	3%	-15%
